SIRT5 inh = sirtuin-5 (human) deacylase inhibition; Q9NXA8; Purified SirT5, succinyl-peptide AMC, trypsin-coupled fluorescence; inhibition, % at 15 µM; hit rate 1.1% among 330,000; AID 652115; in the data active = inhibition above about 15%; inconclusive = no clear call, values can overlap the other calls
Target sequence (Q9NXA8 whole entry, looked up): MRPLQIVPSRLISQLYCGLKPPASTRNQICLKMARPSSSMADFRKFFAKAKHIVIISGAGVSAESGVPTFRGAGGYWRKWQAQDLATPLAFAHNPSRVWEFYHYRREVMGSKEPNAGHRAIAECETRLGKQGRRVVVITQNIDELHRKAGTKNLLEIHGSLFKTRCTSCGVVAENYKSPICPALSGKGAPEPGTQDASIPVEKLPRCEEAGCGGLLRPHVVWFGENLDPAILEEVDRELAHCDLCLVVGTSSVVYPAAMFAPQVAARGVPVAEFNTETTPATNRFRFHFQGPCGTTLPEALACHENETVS
S100A4 inh HTS = S100A4-myosin IIA interaction inhibition | P26447 | S100A4/TAMRA-MyoIIA peptide fluorescence polarization | inhibition, % at 10.7 µM | hit rate 0.14% among 360,000;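 active = mean inhibition of at least 70% across replicates, with every replicate also reaching that level; inconclusive = mean inhibition reaches 70% but some replicates fall short; inactive = mean inhibition below 70%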
Target sequence (P26447 whole entry, looked up): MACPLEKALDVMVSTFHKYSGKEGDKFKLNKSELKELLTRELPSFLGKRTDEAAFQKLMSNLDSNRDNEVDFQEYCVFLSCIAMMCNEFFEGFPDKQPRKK
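assay system = human S100A4 monomer with TAMRA-labelled myosin IIA peptide | also added = labelled myosin peptide probe, 5 nM | incubation = 5 min between mix addition and reading | control set = DMSO and TFP controls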
FN deposit inh = fibronectin deposition inhibition | AH1F fibroblasts, Alexa488-fibronectin deposition fluorescence, overnight | inhibition, % at 12.6 µM | hit rate 0.086% among 350,000 | AID 743247;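 active = mean inhibition across replicates of 30% or more, regardless of how many single replicates reach that level; inconclusive = mean under 30% yet at least half of replicates reach 30%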;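 note: positive control wells lacked labelled fibronectin entirely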
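Material: AH1F fibroblast monolayer depositing Alexa488-labelled fibronectin into matrix / Amount: 10000 AH1F cells per well / Signal: fluorescence 485/525 nm / Medium: DMEM, 2% serum / Compound: single dose, pinned / Incubation: 1 h cell adhesion before compound, then overnight fibronectin incubation / Reagent: Alexa488-FN, 24 nM final / Read-out: inhibition of fibronectin deposition signal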
Statin myotox sup = suppressors of simvastatin-induced myotoxicity in C2C12 myotubes | ATP luminescence, 48 h; scaled: DMSO 0, geranylgeraniol control 100 | hit rate 0.78% among 330,000 | rescue of ATP level, % at 7.49 µM;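 active = mean ATP rescue above about 67%, or every replicate alone reaching that limit, limit read from the data, passing the limit was not always enough; inconclusive = no clear call, values can overlap the other calls; inactive = mean under the limit and some replicate under it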;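 note: myotubes were challenged with 10 µM simvastatin during compound exposure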
LGR2 antag = Drosophila LGR2 receptor signaling inhibition; AID 720647; inhibition, % at 9.99 µM; hit rate 0.35% among 380,000; HEK293 LGR2, CRE-luciferase, bursicon-stimulated, 4 h;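 active = drop in luminescence signal, shown as inhibition above about 50% in the replicate tests, limit read from the data, passing the limit was not always enough; inconclusive = probably only some replicates passing the limit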;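 note: agonist challenge used bursicon conditioned medium at about half maximal strength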
esBAF inh = inhibitors of esBAF chromatin remodeling in mouse ES cells | Bmi1-luciferase knock-in reporter, 24 h; 100% = twice the neutral-well signal | reporter increase, % at 12.5 µM | hit rate 2% among 350,000; in the data active = activation above about 40%; inconclusive = no clear call, values can overlap the other calls;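 note: 0% = median of the plate's neutral control wells and 100% = double that signal; a rise in the Bmi1 reporter signal indicates esBAF inhibition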
Casp6 inh = inhibitors of human caspase-6; hit rate 0.53% among 350,000; purified caspase-6, Z-VEID-R110 cleavage fluorescence; P55212; inhibition, % at 12.5 µM;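 active = mean inhibition across replicates at least about 35%, with every replicate also reaching that limit, limit read from the data; inconclusive = only one of the two criteria met; inactive = neither criterion met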;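 note: 0% = median of neutral control wells and 100% = no fluorescence left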
Target sequence (P55212 24-179 limits assumed): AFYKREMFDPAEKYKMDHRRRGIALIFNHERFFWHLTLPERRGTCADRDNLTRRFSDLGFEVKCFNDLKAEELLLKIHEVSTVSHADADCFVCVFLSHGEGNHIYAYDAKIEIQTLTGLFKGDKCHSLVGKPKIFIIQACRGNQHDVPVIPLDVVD
Target sequence (P55212 194-293 limits assumed): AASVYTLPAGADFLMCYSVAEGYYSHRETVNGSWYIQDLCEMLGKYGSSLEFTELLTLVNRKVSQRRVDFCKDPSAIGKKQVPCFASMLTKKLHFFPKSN
Starred values were filed as active, the others as inactive; ? = inconclusive; nt = not tested or not shown. This is a subset (hit frequency here may not be typical).

SMILES | SIRT5 inh | S100A4 inh HTS | FN deposit inh | Statin myotox sup | LGR2 antag | esBAF inh | Casp6 inh
CN=C(C)c1c(O)c2ccccc2oc1=O | nt | nt | nt | 2.7 | -1.5 | 10.5 | nt
Cc1cccc(N2CCN(c3nc(C)cc(C)c3C#N)CC2C)c1 (configuration not stated) | -4.6 | 2.3 | 7.6 | -2.1 | 22.5 | 2.5 | -2.3
CN(CC(=O)Nc1c(Cl)cccc1Cl)C(=O)CC1Sc2ccccc2NC1=O (configuration not stated) | -3.6 | -3.5 | -0.6 | nt | -8.3 | nt | -2.3
CCNC(=O)N(CCOC)CC1CCCN(C2Cc3ccccc3C2)C1 (configuration not stated) | 7.4 | -2.3 | -2.6 | -0.3 | 7.4 | -3.3 | -1.0
COC(=O)c1sc2ccccc2c1NC(=O)c1cccs1 | 5.5 | -2.8 | nt | 1.5 | -27.6 | 4.3 | 0.9
COc1ccc(C(=O)COC(=O)c2ccco2)cc1 | -0.1 | -2.5 | nt | 1.4 | ? | 49.3* | 5.8
CCOC(=O)/C(C#N)=C/N1CCOCC1 | -4.6 | -1.5 | -17.8 | nt | -6.9 | nt | -0.9
C[C@@H]1CCCCO[C@H](CN(C)C(=O)CCC(F)(F)F)[C@H](C)CN([C@@H](C)CO)C(=O)c2cc(N(C)C)ccc2O1 | 0.4 | 2.9 | nt | -43.4 | 3.7 | -3.7 | 0.8
CCC(C)NC(=O)C1CCC(CNS(=O)(=O)c2ccccc2)CC1 (configuration not stated) | 1.9 | -2.2 | 2.0 | 1.5 | 4.4 | -8.3 | -0.5
CCCC(=O)Nc1ccc2c(c1)C(=O)NC2=O | -11.5 | 13.7 | 0.4 | -8.1 | 0.7 | 1.1 | -3.9
O=C(C[C@H]1C[C@@H]2c3cc(NC(=O)Nc4ccccc4F)ccc3O[C@@H]2[C@H](CO)O1)NCCc1ccccc1 | 1.6 | -11.5 | nt | -1.0 | 22.9 | -0.2 | -1.7
CC(C)NC(=O)Nc1ccc2c(c1)C(=O)N([C@@H](C)CO)C[C@H](C)[C@@H](CN(C)S(=O)(=O)c1cn(C)cn1)OCCCC[C@@H](C)O2 | -0.6 | -4.0 | 4.8 | nt | 16.8 | -4.3 | -3.1
NS(=O)(=O)c1cccc(NC(=O)Nc2ccc(Cl)cc2)c1 | 0.4 | -3.7 | -2.6 | nt | -52.4 | nt | -0.4
CC(=O)Nc1ccc(NC(=O)C2CCN(S(=O)(=O)c3cccc4nonc34)CC2)cc1 | nt | nt | nt | -9.7 | 16.0 | -3.0 | nt
CO[C@@H]1CN(C)C(=O)c2ccc(NS(=O)(=O)c3ccccc3C)cc2OC[C@H](C)N(C)C[C@@H]1C | -3.5 | 3.0 | nt | -5.3 | 3.4 | 1.2 | -0.6
COc1ccccc1C(=O)NC(=O)COC(=O)C1CC1C (configuration not stated) | -1.5 | 7.3 | -5.4 | 5.2 | -26.1 | 1.3 | 1.8
Cn1c(SCC(=O)NCc2ccc3c(c2)OCO3)nnc1-c1c[nH]c2ccccc12 | 0.6 | 1.0 | nt | -18.2 | 13.5 | 11.2 | -0.3
COc1ccccc1CN1[C@@H]2Cn3c(ccc(C4=CCCCC4)c3=O)[C@H]1[C@@H](C(=O)N(C)C)[C@@H]2CO | -21.1 | -1.1 | nt | 1.7 | -8.9 | 0.3 | 2.0
CCn1cc(/C=C(\NC(=O)c2ccc(OC)cc2)C(=O)N2CCN(C)CC2)c2ccccc21 | -2.3 | -6.7 | 11.5 | 11.8 | -1.6 | -0.3 | 2.5
COc1cccc(CNC(=O)CN2C(=O)CSc3ccc(S(=O)(=O)N4CCCC4)cc32)c1 | nt | -3.1 | 13.0 | 0.4 | 10.3 | 0.1 | -0.8
CC(NC(=O)CN(C)S(=O)(=O)c1cccc2nsnc12)c1ccccc1 (configuration not stated) | -1.7 | -0.4 | 0.6 | -4.0 | 3.5 | 0.7 | 0.8
CCOc1ccc(N(C(=O)c2cc3ccccc3oc2=O)C2C=CS(=O)(=O)C2)cc1 (configuration not stated) | -2.6 | -3.7 | -7.7 | 11.9 | -13.2 | -2.5 | 1.7
[O-]/C(=C(\C(=S)NCc1ccccc1)[n+]1ccccc1)c1ccc(Cl)cc1 | 4.4 | -3.3 | 5.4 | nt | 34.7 | nt | nt
O=C(Nc1ccc2c(c1)OCCO2)C(=O)c1c[nH]c2ccccc12 | -10.1 | -10.5 | 5.6 | -20.6 | ? | -0.4 | 0.9
COc1ccc(NC(=O)Nc2ccc3c(c2)C(=O)N([C@@H](C)CO)C[C@H](C)[C@@H](CN(C)C(=O)C2CCCCC2)OCCCC[C@@H](C)O3)cc1 | 0.6 | 5.6 | nt | 24.2 | 21.2 | 1.0 | -2.4
CC1(C)CC(=O)CC(=Nc2ccc3[nH]c(=O)[nH]c3c2)C1 | nt | nt | nt | 5.6 | 4.5 | -7.6 | nt
FC(F)(F)c1ccccc1/C=N/Nc1ccccn1 | -1.9 | -10.4 | -10.7 | nt | -13.4 | nt | 2.7
COc1cc2c(cc1OC)CN(C(=S)Nc1ccc(OC(F)F)cc1)CC2 | -1.3 | 16.1 | -5.1 | -9.1 | nt | 0.4 | -2.4
CC(=O)C[C@H](O)CC(=O)[C@@H]1OC(=O)CCCCCCCCc2ccccc21 | 0.9 | -3.2 | -15.7 | 4.2 | 4.1 | 3.2 | 4.5
O=C(COc1cccc2cccnc12)NCc1cccs1 | 0.4 | 2.6 | 5.9 | -18.1 | -9.4 | 11.3 | 14.5
COc1c(Br)cc(Br)cc1/C=N/NC(=O)c1ccncc1 | 7.5 | 3.9 | 5.6 | nt | 11.1 | nt | 7.7
COc1ccc(N2C(=O)C(CN3CCCCC3)C2c2ccccc2)cc1 (configuration not stated) | -6.7 | -5.9 | 2.9 | nt | 12.2 | nt | -1.4
Oc1ccc(-c2sc(Nc3ccccc3)n[n+]2-c2ccc(F)cc2)cc1 | nt | 1.1 | 1.7 | 6.2 | nt | -1.1 | -0.2
COc1ccccc1/C=N/NC(=O)c1cc2c(OC)c(OC)ccc2[nH]1 | 3.1 | -0.1 | 3.7 | -7.0 | 5.1 | -10.8 | 1.9
Cc1c(CN2CCC(n3nccc3NC(=O)C3CC3)CC2)[nH]c2ccccc12 | 0.0 | -2.2 | 2.1 | 2.3 | 14.5 | -5.3 | -2.7
COC(=O)c1cc(Cl)c(NC(=O)/C=C/c2ccc(Cl)cc2Cl)cc1OC | nt | nt | -2.2 | 6.9 | 8.4 | -6.7 | nt
O=C(C1CCN(S(=O)(=O)c2ccccc2F)CC1)N1CCc2ccccc21 | 0.5 | -22.7 | -8.8 | -8.4 | -14.5 | 7.3 | 1.6
CC(C)(CNC(=O)c1ccc(NS(=O)(=O)c2ccc(F)cc2)cc1)N1CCOCC1 | 3.1 | -2.6 | 0.0 | nt | -10.9 | nt | -2.6
C[C@H](O)C#Cc1ccc2c(c1)O[C@@H](CN(C)C(=O)C1CCCCC1)[C@H](C)CN([C@H](C)CO)S2(=O)=O | 3.5 | -3.6 | nt | -9.0 | -0.9 | -0.5 | 2.7
COCC(=O)N1CCCCN2[C@H](CO)[C@@H](c3ccc(-c4ccc(C)cc4)cc3)[C@H]2C1 | -4.4 | -7.4 | nt | -4.6 | 2.8 | 2.0 | -0.9
COCCNC(=O)C1(C)CCCN(C(=O)c2ccc(C#N)cc2)C1 (configuration not stated) | 9.3 | -0.3 | -5.0 | -5.3 | -10.5 | -8.1 | 1.6
CCCOc1ccc(-c2nn(-c3ccccc3)cc2/C=C2\SC(N)=NC2=O)cc1 | 1.6 | 0.3 | 4.8 | nt | 17.2 | nt | 1.1
Cc1cc(Cl)ccc1NC(=O)CCCN1C(=O)CCC1=O | nt | nt | -2.6 | 7.5 | ? | 4.6 | nt
CN(Cc1c(C(=O)N/N=C/c2cccs2)nnn1-c1nonc1N)c1ccccc1 | -3.5 | 4.6 | 9.0 | -22.3 | -9.4 | 6.1 | -1.5
Cc1ccc(C)n1-c1nn(S(=O)(=O)c2ccccc2)c2cccc(F)c12 | -7.2 | -1.8 | -3.1 | nt | nt | nt | 1.3
CS(=O)(=O)NNC(=O)c1sccc1OCc1ncc(C(F)(F)F)cc1Cl | -1.3 | -6.5 | -12.6 | -15.2 | -6.9 | -0.6 | 1.1
Cc1ccc(NC(=O)CSCc2cc(=O)n3ccsc3n2)c(C)c1 | 2.0 | 5.9 | 1.4 | 17.6 | 8.4 | -4.0 | -4.5
C[C@@H]1CN([C@@H](C)CO)C(=O)CCCn2nncc2CO[C@@H]1CN(C)Cc1ccc2cccnc2c1 | 3.1 | -34.1 | 3.1 | 3.2 | 4.2 | -3.5 | -2.8

5 records drawn at random from those above:
SMILES | SIRT5 inh | S100A4 inh HTS | FN deposit inh | Statin myotox sup | LGR2 antag | esBAF inh | Casp6 inh
COc1ccccc1C(=O)NC(=O)COC(=O)C1CC1C (configuration not stated) | -1.5 | 7.3 | -5.4 | 5.2 | -26.1 | 1.3 | 1.8
[O-]/C(=C(\C(=S)NCc1ccccc1)[n+]1ccccc1)c1ccc(Cl)cc1 | 4.4 | -3.3 | 5.4 | nt | 34.7 | nt | nt
CCn1cc(/C=C(\NC(=O)c2ccc(OC)cc2)C(=O)N2CCN(C)CC2)c2ccccc21 | -2.3 | -6.7 | 11.5 | 11.8 | -1.6 | -0.3 | 2.5
C[C@@H]1CN([C@@H](C)CO)C(=O)CCCn2nncc2CO[C@@H]1CN(C)Cc1ccc2cccnc2c1 | 3.1 | -34.1 | 3.1 | 3.2 | 4.2 | -3.5 | -2.8
COc1ccc(N2C(=O)C(CN3CCCCC3)C2c2ccccc2)cc1 (configuration not stated) | -6.7 | -5.9 | 2.9 | nt | 12.2 | nt | -1.4

The listing continues.
SMILES | SIRT5 inh | S100A4 inh HTS | FN deposit inh | Statin myotox sup | LGR2 antag | esBAF inh | Casp6 inh
CC1CCN(C(=O)CNC(=O)c2ccc(Br)o2)CC1 | -4.4 | 1.3 | -3.1 | -1.5 | -46.7 | 26.9 | 1.0
COc1cccc(-c2cc3nc(-c4ccccc4)cc(N4CCCC(O)C4)n3n2)c1 (configuration not stated) | nt | nt | -1.3 | -4.6 | -0.8 | -0.5 | nt
O=C(CC(CC(=O)c1ccccc1)c1ccncc1)c1ccccc1 | nt | 0.9 | nt | 3.0 | 0.6 | 4.4 | 4.4
O=C(NCC(c1cccs1)N1CCOCC1)c1ccc(Br)o1 (configuration not stated) | nt | nt | nt | -22.6 | -20.9 | -9.2 | nt
O=C(C1CC1)N1CCc2cc(Br)cc(S(=O)(=O)NCc3ccccn3)c21 | nt | nt | 2.7 | 9.3 | nt | -2.4 | nt
COc1cc(C(=O)OCC(C)=O)ccc1OCc1c(C)noc1C | -2.6 | -0.8 | 9.0 | nt | -13.4 | nt | 0.1
O=C(N[C@@H]1C=C[C@@H](CC(=O)N2CCc3ccccc3C2)O[C@H]1CO)C1CC1 | 0.3 | -2.5 | -2.7 | 1.1 | -3.0 | 1.0 | 4.7
COc1ccc(COc2ccc3ccc(=O)oc3c2)cc1 | -3.8 | 2.4 | -3.4 | 5.8 | -151.7 | 55.8* | 3.1
CSc1cccc(NC(=S)N2CCC(N(C)C3CCCCCC3)CC2)c1 | -1.9 | -1.4 | 0.2 | 8.1 | 2.5 | 2.0 | -3.6
COc1ccc(NC(=O)N(C)C[C@H]2Oc3c(NC(=O)C4CC4)cccc3C(=O)N([C@@H](C)CO)C[C@@H]2C)cc1 | -3.9 | -77.5 | 2.2 | -4.3 | 15.4 | -0.9 | -1.5
CC(C)(O)C#Cc1ccc(CN2CCCC(CO)(Cc3cccc(Cl)c3)C2)cc1 (configuration not stated) | -0.1 | -10.7 | -12.3 | nt | 7.4 | nt | -4.1
CCOC(=O)N1CCN(S(=O)(=O)N2CCCC(C(=O)NCCCN3CCCCC3CC)C2)CC1 (configuration not stated) | 9.2 | -5.8 | -29.4 | -0.4 | 11.3 | -1.3 | -41.9
